CXCR6 block: CXCR6 (human) receptor inhibition; CHO-K1 PathHunter CXCR6 beta-arrestin, luminescence; hit rate 0.36% among 360,000; O00574; inhibition, % at 20 µM; in the data active = inhibition above about 34%, passing the limit was not always enough;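 note: antagonist mode with CXCL16 agonist at 10 nM final; 0% = 10 nM CXCL16 with DMSO and 100% = unstimulated wells without agonist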
Gli-Sufu block: Gli-Sufu pathway antagonism. Sufu-KO-LIGHT fibroblasts, Gli luciferase reporter luminescence. inhibition, % at 5 µM. hit rate 0.74% among 340,000;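 active = inhibition above about 55%, limit read from the data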;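 note: 0% = DMSO-treated cells and 100% = wells with medium but no cells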
CCR6 antag: antagonists of human CCR6 receptor | inhibition, % at 20 µM | CHO-K1 CCR6 PathHunter beta-arrestin, luminescence, CCL20-stimulated | hit rate 0.49% among 340,000 | P51684;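 active = compounds whose inhibition of the agonist-driven luminescence signal at 20 µM reaches about 50%, limit read from the data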;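 note: cells stimulated with CCL20 at 14 nM final; plate controls were DMSO with CCL20 for no effect and DMSO without agonist for full effect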
Target sequence (P51684 whole entry, looked up): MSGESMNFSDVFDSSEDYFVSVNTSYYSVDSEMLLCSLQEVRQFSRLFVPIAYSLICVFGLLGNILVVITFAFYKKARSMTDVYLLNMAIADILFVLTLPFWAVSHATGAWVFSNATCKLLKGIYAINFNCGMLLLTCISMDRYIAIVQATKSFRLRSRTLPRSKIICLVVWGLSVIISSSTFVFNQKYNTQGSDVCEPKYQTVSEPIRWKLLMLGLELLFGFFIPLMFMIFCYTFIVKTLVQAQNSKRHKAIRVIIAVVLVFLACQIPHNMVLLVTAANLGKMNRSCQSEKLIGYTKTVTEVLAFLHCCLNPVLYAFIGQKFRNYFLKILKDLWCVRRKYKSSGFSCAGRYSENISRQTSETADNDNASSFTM
EBI2 antag: blocks human EBI2 receptor beta-arrestin signaling | P32249 | AID 651636 | hit rate 0.81% among 360,000 | inhibition, % at 5 µM | EBI2 beta-arrestin recruitment, luminescence, 7a,25-OHC stimulated; in the data active = inhibition above about 38%;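 note: enzyme fragment complementation signal reports receptor beta-arrestin coupling in cells; 0% = agonist plus DMSO wells and 100% = wells without agonist; some results beyond the cut were filed as inactive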
Target sequence (P32249 whole entry, looked up, the tested form may be a part): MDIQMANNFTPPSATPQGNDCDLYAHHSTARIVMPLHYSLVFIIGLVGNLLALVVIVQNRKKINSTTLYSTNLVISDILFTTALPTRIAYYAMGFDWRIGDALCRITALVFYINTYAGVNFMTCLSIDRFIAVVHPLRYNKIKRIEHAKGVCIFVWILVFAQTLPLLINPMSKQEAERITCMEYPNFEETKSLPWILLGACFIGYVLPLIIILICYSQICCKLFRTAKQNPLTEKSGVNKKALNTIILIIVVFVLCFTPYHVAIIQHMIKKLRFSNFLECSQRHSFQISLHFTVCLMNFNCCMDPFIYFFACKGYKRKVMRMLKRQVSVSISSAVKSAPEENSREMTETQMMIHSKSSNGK
UPR XBP1 act: activators of adaptive arm of unfolded protein response (XBP1) | CHO-XBP1 luciferase reporter, IRE1-XBP1 UPR activation, luminescence; percent of tunicamycin response, DMSO as zero | activation, % at 20 µM | hit rate 0.33% among 330,000 | AID 463104;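 active = versus positive control, 20 µM dose yields 30% or more activation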;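 note: 100% = tunicamycin at 10 µg/mL and 0% = DMSO only wells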
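Assay system: IRE1-XBP1 luciferase reporter CHO line. Input: 1000 cells/well. Buffer or medium: F12 with 10% serum. Doses: 20 µM, 1% DMSO. Times: overnight seeding at 37 °C, 6 h compound treatment at 37 °C. Technique: Steady-Glo luciferase glow luminescence, 10 min after reagent addition.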
697 NFkB inh: inhibitors of the PMA/ionomycin-induced NF-kB reporter in 697 B cells. AID 435022. inhibition, % at 4 µM. hit rate 0.33% among 330,000. 697 B-cell NF-kB luciferase reporter, 16 h; in the data active = inhibition above about 35%
Jurkat NFkB inh: lowers PMA/ionomycin-induced NF-kB signal in Jurkat cells. inhibition, % at 4 µM. hit rate 0.53% among 330,000. AID 435003. PMA/ionomycin-induced NF-kB luciferase reporter, luminescence; in the data active = inhibition above about 50%
Mdm2 MdmX PPI: inhibitors of human Mdm2/MdmX interaction; SaOS-2 split-luciferase Mdm2/MdmX complementation, luminescence; inhibition, % at 8 µM; hit rate 3% among 330,000; AID 485346;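 active = inhibition of at least 50% at 8 µM in the primary screen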
CHOP UPR activ: apoptotic UPR (CHOP) activation; CHO-CHOP luciferase reporter, luminescence; percent of tunicamycin response over DMSO baseline; activation, % at 10 µM; hit rate 0.34% among 330,000;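 active = at 10 µM dose, activation of 40% or more, normalized to positive control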;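 note: 100% = tunicamycin at 10 µg/mL and 0% = DMSO alone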
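Test system: CHO CHOP reporter cells. Input: 500 CHO-CHOP cells per well. Medium: F12 with 10% FBS. Technique: luciferase luminescence. Measure: percent activation relative to tunicamycin control. Dosing: 10 µM compound, 0.5% DMSO. Timing: 16-18 h cell attachment, then 6 h compound exposure, 37 °C.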
* hit, by the source's call; nt = no result given.

The line under a structure holds: CXCR6 block, Jurkat NFkB inh, EBI2 antag, CCR6 antag, CHOP UPR activ, Mdm2 MdmX PPI, Gli-Sufu block, 697 NFkB inh, UPR XBP1 act
1. O=C(Cn1[nH]c(=O)c2ccccc2c1=O)OCC(=O)c1ccccc1
 : 0, -1, 0, 5, 3.0, 7, 6, 2, 0
2. COc1ccc2[nH]c3c(c2c1)CCN1C(=O)C(CC(=O)NCc2ccco2)C[C@H](C(=O)N(C(C)C)C(C)C)[C@@]31C (stereo partly specified)
 : -6, nt, -2, 18, 2.6, 11, 26, 12, -2
3. CCOP(=O)(O)c1cccc(OCCOCCOc2cccc(P(=O)(O)OCC)c2)c1
 : -5, 6, -6, 3, 2.4, -8, -9, 16, 5
4. CCC(=O)Nc1ccc(-c2nc3ccccc3c(=O)o2)cc1
 : 1, 8, 4, 4, 7.4, -4, 0, 17, -1
5. O=C(CNC(c1ccccc1)c1ccccc1)Nc1ccccc1-c1ccccc1
 : 13, -11, 20, 24, 1.1, 7, 15, -11, 1
6. COc1ccc2[nH]c(C)c(C(=O)CN3CCc4cc(OC)c(OC)cc4C3)c2c1
 : -2, -1, 3, -1, -0.7, 6, 8, 14, -1
7. Cc1ccc(N(C)S(=O)(=O)c2ccc3c(c2)NC(=O)C(C)S3)cc1 (stereo unspecified)
 : 1, -18, -12, 8, 0.1, 8, 6, -51, -2
8. O=C(CC(=O)NN=C1CCCC1)NCCc1ccccc1
 : -5, -5, -5, 6, -1.4, 13, -4, 8, -1
9. CCCc1cc(=O)c2ccc(OCC(C)=O)cc2o1
 : 4, -5, 4, 5, 2.6, -34, 2, -16, -5
10. Cc1noc(NS(=O)(=O)c2ccc(NC(=O)/C=C/c3ccc(C(C)C)cc3)cc2)c1C
 : -8, 0, 9, 10, 1.3, -7, 49, 17, -1
11. CC(C)(C)c1ccc(S(=O)(=O)NCc2ccc(C(=O)NCc3ccccn3)cc2)cc1
 : -4, -7, 3, 2, 0.8, 4, 3, 12, -2
12. CCN(C(=O)COC(=O)CNC(=O)c1ccc2ccccc2c1)C1CCS(=O)(=O)C1 (stereo unspecified)
 : 7, 12, -2, -3, 0.5, 8, -4, 8, -1
13. Cc1ccc(C)c(CSc2nnc(CCN)o2)c1
 : -7, 5, -6, 4, -0.4, 17, 3, 13, -1
14. CN(CCC#N)C(=O)COC(=O)c1ccc2c(=O)n3c(nc2c1)CCC3
 : 11, 5, 0, -11, -1.1, -6, -4, 11, -5
15. Cc1ccc(C#N)c(SCc2cc3c(cc2Cl)OCO3)n1
 : 1, 14, 6, 17, 0.8, 24, -3, -5, -1
16. CC1c2ccccc2N(NC(=O)Cc2ccccc2)C1C (stereo unspecified)
 : -4, 8, 18, 4, 0.7, -3, 3, 21, -3
17. Cc1ccc(NC(=O)CN(C)C(=O)c2n[nH]c(=O)c3ccccc23)cc1
 : 4, 17, -8, 11, 0.5, 14, 1, 7, -3
18. CC(=O)Nc1ccc(-c2csc(NCCc3ccccc3)n2)cc1
 : -14, -6, -3, -7, 5.5, 0, -35, -15, 2
19. O=C(NNC(=O)C1C2C=CC(C2)C1C(=O)O)c1ccccc1O (stereo unspecified)
 : 4, 7, -5, 5, 0.2, -6, 23, 21, 0
20. CCCC(=O)Nc1ccc(Br)cn1
 : 14, 5, 5, -19, 2.2, -14, 8, 20, 0
21. CCOC(=O)N1CCN(C(=O)C2CCN(S(=O)(=O)N3CCC4(CC3)OCCO4)CC2)CC1
 : -2, 2, -10, 12, 0.9, 11, -16, 1, -1
22. Cc1cccc2c(N=NC(=O)c3ccc(NS(=O)(=O)c4cccs4)cc3)c(O)[nH]c12
 : 20, -18, 0, 38, 6.3, -12, -50, -82, 14
23. CCN(C(=O)CN1c2ccccc2CC1C)c1c(N)n(Cc2ccccc2)c(=O)[nH]c1=O (stereo unspecified)
 : -1, 1, -2, 9, -0.9, 11, -8, -12, 1
24. CC(C)COP(=O)(OCC(C)C)C(Nc1ccccc1)c1ccc(F)cc1 (stereo unspecified)
 : 2, 11, 16, 17, -1.3, -5, -2, 5, -1
25. CN(CCc1ccccc1)C(=O)c1cccc(NC(=O)Cc2cccc(NC(=O)C3CCCN(C(=O)C4CC4)C3)c2)c1 (stereo unspecified)
 : 7, nt, 2, -6, nt, nt, -3, nt, nt
26. COC(=O)C1OCOC2C(C(=O)OC)OCOC12 (stereo unspecified)
 : 7, nt, -4, 4, nt, nt, 0, nt, nt
27. CCCCNCc1cccn1-c1ccccc1
 : 0, -16, 9, 10, 0.3, 17, 7, -11, 2
28. O=C(COc1cc2oc(=O)c3c(c2cc1Cl)CCCC3)NCC1CCC(C(=O)O)CC1 (stereo unspecified)
 : -3, 4, 11, -6, 1.0, 7, 32, 12, -3
29. O=S(=O)(c1ccccc1)c1nc(-c2ccc(F)cc2)oc1N1CCOCC1
 : -1, 9, 11, 7, 1.6, -8, -15, 9, 2
30. COc1ccc(CCNC(=O)CCCN2C(=O)C(c3ccccc3)Oc3cccnc32)cc1OC (stereo unspecified)
 : 0, 2, -7, 17, -0.1, 13, 33, -26, -9
31. O=C(COC(=O)Cc1ccccc1[N+](=O)[O-])NNC(=O)c1ccc([N+](=O)[O-])cc1
 : 0, -9, -8, -6, -1.5, -7, -4, 1, 0
32. O=C(Cn1c2ccc(F)cc2c2nc3n(c(=O)c21)CCS3)NCC1CCCO1 (stereo unspecified)
 : 6, -10, -6, 18, -1.0, -4, -5, 14, 0
33. COc1cc(NC(=O)Cn2cnc(S(=O)(=O)N3CCCCC3)c2)cc(OC)c1OC
 : 6, 4, 2, -11, -0.2, -4, -9, -1, -5
34. CC(Sc1ncnc2c1cnn2-c1ccccc1)C(=O)Nc1ccc(N2CCOCC2)cc1 (stereo unspecified)
 : 0, -20, -1, 13, 0.1, -8, -1, 0, 2
35. COC(=O)c1nnn(Cc2ccccc2)c1N
 : 3, -7, -10, 5, -2.1, -15, 3, -2, 0
36. CN(C)c1ccc(N=C/C=C2/N(C)c3ccccc3C2(C)C)cc1
 : -2, nt, 11, 10, nt, nt, 21, nt, nt
37. Cc1ccccc1Cn1nc(C)c(NC(=O)C2c3ccccc3Oc3ccccc32)c1C
 : 9, 8, 10, -7, 4.1, 19, 4, 5, -1
38. O=C(NNC(=O)c1ccc(NC(=O)c2ccccc2)cc1)Nc1ccccc1
 : -10, 6, 5, 12, 0.7, 49, -1, 5, 4
39. COc1ccc(Cc2nnc(NC(=O)c3ccc(F)cc3)s2)cc1OC
 : -4, -6, -14, -14, -1.3, 16, 11, -14, -5
40. Cc1nn(-c2ccccc2)c(N2CCCC2)c1/C=N/NC(=O)c1cc2ccccc2cc1O
 : -2, -3, 0, -4, -0.9, 36, 2, 0, -1
41. OC1CCCN(Cc2cn(Cc3ccccc3)nc2-c2cc3ccccc3o2)C1 (stereo unspecified)
 : -7, -4, -6, 11, -0.1, 28, 20, 4, -3
42. CCOC(=O)Cn1cnc2c(nnn2-c2ccc(OC)cc2)c1=O
 : 13, -6, -10, -3, -0.6, -1, 4, 14, 0
43. CCCC[C@@H]1C[C@H]1[C@@H](NC(=O)c1ccco1)c1ccc(Cl)cc1
 : 12, 10, 17, 10, -1.2, -14, 9, -6, -1
44. Cc1ccc(CNC(=O)c2cccc(S(C)(=O)=O)c2)cc1
 : 8, 9, 4, 4, -1.9, 2, -6, 18, 1
45. COc1cccc(=O)c2c(C)oc(C)c12
 : -11, -18, -5, 6, 0.5, 16, 5, -10, -3
46. COc1ccccc1C(=O)NCCC(=O)Nc1ccc(OC(F)(F)F)cc1
 : -6, -42, -2, 10, 1.2, 4, -12, -15, -2
47. COc1ccc2c(c1)[nH]c1c(=O)n(CCN(C)C)cnc12
 : 4, 5, 4, -9, -1.0, 29, 3, 15, -2
48. CCOc1cccc(-c2nc3c(s2)CCc2onc(-c4cccc([N+](=O)[O-])c4)c2-3)c1
 : 3, 6, 7, 2, -1.4, 8, 2, 1, 0
49. CCOC(=O)N1CCN(CC(=O)Nc2ccccc2C(=O)Nc2ccccc2)CC1
 : 0, 19, -1, 10, -0.4, 20, -7, 4, -1
50. CC(=O)N1CCN(CC(=O)Nc2ccccc2C(=O)NCc2ccc(C)cc2)CC1
 : -1, 12, -1, -8, -0.7, 5, 2, 15, -2
51. CCCc1cc(NCCCCO)n2c(nc3ccccc32)c1C#N
 : 0, 1, -14, -8, -0.3, 10, 11, 30, -1
52. c1ccc(Nc2nc(N3CCCCC3)nc(N3CCNCC3)n2)cc1
 : 0, 3, -5, -1, -1.1, 62*, 14, -8, 4
53. COCCn1c(C)cc(C(=O)COC(=O)CCc2ccc(S(=O)(=O)N3CCOCC3)cc2)c1C
 : -20, 4, -1, 4, -1.8, -29, 0, 28, -2
54. CCCCC(=O)Nc1cc(N(C)C)nc2ccccc12
 : -2, -4, -1, 31, -0.2, 12, -2, -3, -3
55. Cc1cccnc1NC(=O)CNC(=O)c1sc2ccccc2c1Cl
 : -3, -13, -3, -2, -0.1, -15, -12, 8, 0
56. CCN(CC)S(=O)(=O)c1ccc2[nH]cc(C(=O)NCCc3ccccc3)c(=O)c2c1
 : 0, 17, 0, -14, -0.1, 27, 1, -15, -4
57. Cc1cccc(NC(=O)CN2C(=O)S/C(=C\c3cc(C)n(C)c3C)C2=O)c1
 : 7, 5, 4, 22, 1.8, -2, -8, -1, -4
58. CCOc1ccc(/C=C2\SC(=S)N(Nc3ccccc3)C2=O)cc1OC
 : 5, -7, 6, 0, 1.2, -22, -13, 0, 2
59. N#Cc1ccc(Oc2cnccn2)cc1
 : 2, -15, -6, 7, -0.2, 8, 16, -11, -3

Complete entries, looked up by structure. Screens in order: CXCR6 block	Jurkat NFkB inh	EBI2 antag	CCR6 antag	CHOP UPR activ	Mdm2 MdmX PPI	Gli-Sufu block	697 NFkB inh	UPR XBP1 act
Listed for N#Cc1ccc(Oc2cnccn2)cc1 : 2	-15	-6	7	-0.2	8	16	-11	-3
Listed for CCCc1cc(NCCCCO)n2c(nc3ccccc32)c1C#N : 0	1	-14	-8	-0.3	10	11	30	-1
Listed for CCOc1cccc(-c2nc3c(s2)CCc2onc(-c4cccc([N+](=O)[O-])c4)c2-3)c1 : 3	6	7	2	-1.4	8	2	1	0

The order is random. About 5% of those tested had a hit in this group.
